ALOX12 inh = blocks human arachidonate 12S-lipoxygenase; purified 12hLO, xylenol orange hydroperoxide absorbance; Potency, µM (series often up to 108 µM), for the others: at the top dose activity change, negative = inhibition, hits mostly inhibitors; hit rate 1.1% among 580,000; AID 1671190; active = well fitted inhibition curve with a large enough effect; inconclusive = small, poorly fitted or top-dose-only effect, or another doubt; inactive = no such curve, though single readings can be large or run the other way
Target sequence (P18054 whole entry, looked up): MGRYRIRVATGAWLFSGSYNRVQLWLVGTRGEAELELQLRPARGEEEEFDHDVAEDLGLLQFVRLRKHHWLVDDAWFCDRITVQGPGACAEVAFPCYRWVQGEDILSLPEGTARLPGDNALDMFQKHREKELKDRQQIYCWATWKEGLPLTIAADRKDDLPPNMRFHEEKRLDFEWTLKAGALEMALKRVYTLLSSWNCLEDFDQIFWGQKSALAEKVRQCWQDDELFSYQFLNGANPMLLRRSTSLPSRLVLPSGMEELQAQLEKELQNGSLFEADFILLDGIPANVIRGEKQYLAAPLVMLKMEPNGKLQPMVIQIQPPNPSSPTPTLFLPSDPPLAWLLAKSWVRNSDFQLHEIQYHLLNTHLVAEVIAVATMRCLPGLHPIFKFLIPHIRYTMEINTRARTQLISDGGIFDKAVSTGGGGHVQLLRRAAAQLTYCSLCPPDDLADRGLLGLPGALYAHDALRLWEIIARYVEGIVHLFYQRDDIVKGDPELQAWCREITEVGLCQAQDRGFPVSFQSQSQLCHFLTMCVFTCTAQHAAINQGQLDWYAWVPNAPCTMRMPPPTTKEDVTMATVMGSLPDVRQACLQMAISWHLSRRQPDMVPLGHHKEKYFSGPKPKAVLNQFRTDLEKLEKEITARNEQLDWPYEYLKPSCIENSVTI
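Purified human 12hLO at 150 nM in 25 mM Hepes, 0.01% Triton X-100, pH 7.0, preincubated 15 min at room temperature with compound. Reaction started with 40 uM arachidonic acid, 30 min at room temperature. Hydroperoxide measured by Fe-xylenol orange, 573/405 nm absorbance ratio.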
* = called active by the depositor; ? = inconclusive; [ ] = remark or other dose. % is set by controls: 0 for no effect and ±100 for the full control effect; potency is the fitted concentration of half-maximal effect. This is a subset. The share of hits here may be higher or lower than overall.

| Structure | ALOX12 inh |
| --- | --- |
| CC(C)c1nnc(C2CN(C(=O)c3cccn3C)CC23CCOCC3)o1 (centres undefined) | 25.4% |
| COc1ccccc1CNC(=O)c1cc2n(n1)CC(c1ccc3c(c1)OCO3)OC2 (centres undefined) | 12.1% |
| COc1cccc(OCc2nc(C(=O)N[C@H]3CCCCNC3=O)co2)c1 | 38.2%[activator] |
| CN(C)c1nc(N)nc(CNC(=O)c2csc(Cc3ccccc3)n2)n1 | 55.4%[activator] |
| Cc1cc(CNC(=O)[C@@H]2CCC[C@@H](NC(=O)c3cccnc3)CN(C)C(=O)C2)no1 | 35.4%[activator][176 µM] |
| CC1CNC(Cc2ccccc2)CN1C(=O)OC(C)(C)C (centres undefined) | 8.2%[12.5 µM] |
| Cc1nc2c([nH]1)CCN(C(=O)c1ccc(NC(=O)c3ccccc3-c3ccccc3)cc1)c1ccccc1-2 | -32.9%[57.4 µM] |
| CCCNC(=O)C1N(C(C)C)C(=O)C12CCCC2 (centres undefined) | -1.3% |
| c1ccc(-c2nnc3n2CCN(CC2CCCCC2)C3)cc1 | 39.8%[176 µM] |
| O=C(C1CCCCC1)N1CCC(N2CC3CC(C2)[C@H]2CCCC(=O)N2C3)CC1 (some centres undefined) | 9.7% |
| COC[C@H]1CCCN1C(=O)CC[C@H]1CNC(=O)[C@@H]2[C@@H](CCN2Cc2ccc(C)cc2)N1C | -0.1% |
| CC(C)c1nccn1Cc1cc(C(=O)N(C)Cc2ccccc2Cl)n[nH]1 | 53.7%[activator] |
| O=C(NCc1ccccc1)N[C@H]1CO[C@H]2[C@@H]1OC[C@H]2OC(=O)Nc1cccc(C(F)(F)F)c1 | 1.7% |
| COc1ccc(-c2noc([C@@H]3C[C@H](NC(=O)COCC(=O)O)CN3C)n2)cc1 | ? |
| CNC(=O)CCn1ncc2cc(OCc3ccccc3-c3cnn(C)c3)ccc21 | -4.4%[176 µM] |
| Cc1cc(C)n(CCC(=O)N[C@@H]2CN(c3ncccn3)C[C@H]2CO)n1 | 32.2%[activator] |
| Cc1noc(-c2cn(C3CCN(C(=O)c4ccc5c(c4)OCO5)CC3)nn2)n1 | 11.7% |
| O=C(Nc1nccs1)[C@@H]1C[C@@H](c2ccc(F)cc2)N([S+](=O)([O-])c2ccccc2)C1 | 71.2%[activator][176 µM] |
| CC(=O)N1CCCC(c2nc(-c3cccnc3)no2)CCNC(=O)CC1 (centres undefined) | 21.9% |
| CCN(CC)C(=O)N1C[C@@H](Oc2cccnc2)C[C@@H]1C(=O)N1CCOCC1 | 12.3% |
| O=C(NC[C@H]1OC[C@@H](NC2CCOCC2)[C@@H]1O)N1CCOCC1 | -3.0%[176 µM] |
| COc1ccc(C(=O)N2CCC3(CC2)C(=NC2CCCCC2)NC(=O)N3c2cccc(OC)c2)cc1 | 3.9%[6.33 µM] |
| Cc1noc2c(NC(C)C)cc(-c3ccccc3)nc12 | 13.1%[176 µM] |
| CCC(=O)N(C1CCOCC1)C1CCN(Cc2ccc(OC)cc2OC)CC1 | 58.1%[activator] |
| Cc1nc(CC2CCN(C(=O)c3ccccc3)CC2)n[nH]1 | 31.3% |
| COCCNC(=O)CCc1ccc2c(c1)CN(C(=O)NC(C)C)CCO2 | 10.9% |
| CC(=O)N1CCn2c(nn(-c3ccncc3)c2=O)C1 | 48.7%[activator][176 µM] |
| Cc1ccc(C(=O)NCCn2ccn3nc(-c4ccc(F)cc4)cc3c2=O)cc1F | 22.7% |
| Fc1ccccc1-c1ccc(CNCc2ccco2)o1 | 60.9%[activator] |
| O=C1CC(c2noc(-c3cccc(F)c3)n2)CN1c1ccc(Cl)cc1 (centres undefined) | 29.6% |
| CCc1ccc(C(=O)N2CCC(Cc3nc(-c4cccc(OC)c4)no3)CC2)cc1 | -13.5% |
| O=C(C1CCC1)N1CCCC(Cc2nncn2CC2CC2)C1 (centres undefined) | 37.6%[activator] |
| O=C([C@@H]1C[C@@H](O)[C@H](O)[C@@H]2NC(=S)N(c3ccc(Cl)cc3)[C@@H]21)N1CCCCC1 | -4.8%[176 µM] |
| c1cn(-c2ccc(Oc3nn[nH]n3)cc2)c(-c2cc3n(n2)CCCNC3)n1 | 58.8% |
| CN(C)c1cc(N2CCCC(NS(C)(=O)=O)C2)ncn1 (centres undefined) | 23.5% |
| COc1cccc(NC(=O)N2CCC[C@@H](O)[C@H](NC(=O)c3ccc(OCCN4CCCC4)cc3)C2)c1 | 35.6%[activator] |
| CCc1nc(-c2c3n(c(=O)n(Cc4cccc(C(F)(F)F)c4)c2=O)CCCC3)no1 | 5.7% |
| COCC1CN(C(=O)c2nccc3ccccc23)CC12CCNCC2 (centres undefined) | ? |
| C[C@]1(CO)[C@H]2Cc3sc(NC(=O)C4CCC4)nc3[C@@H](CC(=O)NC3CC3)[C@]2(C)CC[C@H]1O | -7.0% |
| CN1C(=O)C(CC(=O)N2CCC(CN)CC2)(Cc2ccccc2)c2ccccc21 (centres undefined) | -5.6% |
| CCn1cc(CN2CCN(C(=O)c3sccc3C)CC2)ccc1=O | 47.3%[activator] |
| COCCN1Cc2ccc(NCC(C)C)nc2C(C)(C(=O)NC2CCC2)C1 (centres undefined) | 38.4%[activator][176 µM] |
| O=S1(=O)NCC2(CCN(Cc3ccncc3)CC2)Oc2ncccc21 | 4.2%[6.33 µM] |
| CC1(C)C[C@H](NCc2ccc(CO)o2)[C@@]2(CCC(=O)NCCN3CCOCC3)CC[C@](C)(O)C[C@@H]12 | 7.5% |
| CCCCN(CC)C(=O)c1nnn2cc(-c3ccc(Cl)cc3)[nH]c(=O)c12 | 29.2% |
| Cc1nn2c(c1-c1ccccc1-c1ccccc1)N(C(=O)c1cccnc1)CCC2 | -12.4%[176 µM] |
| COCCOC1CCOC2(CCN(C(=O)c3ccccc3)CC2)C1 (centres undefined) | 23.1% |
| CCCCCCCCN1C(=O)[C@@H](CC(=O)N2CCCCC2)C[C@@]2(C(=O)OC)C1=C[C@H](C1CCCC1)O[C@@H]2C | -14.0% |
| O=C(COc1ccc(Cl)cc1Cl)N1CCCCC1c1ccccn1 (centres undefined) | -0.8% |
| C[C@@H](NC(=O)Nc1ccccc1)c1onc(-c2ccc(Cl)cc2)c1C(=O)O | -0.7%[176 µM] |

Additional compounds
| Structure | ALOX12 inh |
| --- | --- |
| O=C(NC1CCc2nn(CC3CC3)c(=O)n2CC1)c1n[nH]c2ccccc12 (centres undefined) | 12.7% |
| CC(=O)N1C[C@@H]2CCCN3CCC[C@@H]([C@H]23)[C@H]1CCCC(=O)N1CCN(C2CCN(C)CC2)CC1 | 63.3%[activator] |
| Cc1cc(C(=O)N2CCCC(c3nnc(Cn4ccnc4)n3C)C2)c(C)o1 (centres undefined) | 28.9% |
| CC(=O)NCCC(=O)N1Cc2ccccc2CC2(CCCN2CC2CCNC2)C1 (centres undefined) | ? |
| CCOC(=O)Cc1csc(NC(=O)CC[C@H]2NC(=O)c3ccccc3NC2=O)n1 | 9.3% |
| O=C1[C@@H]2C[C@@H](O)CN2C2(CN(Cc3ccc(F)cc3)C2)C(=O)N1Cc1ccccc1 | 9.2%[176 µM] |
| O=C(Nc1ccc(Cl)cc1Cl)c1cc2cccnn2n1 | 45.9%[activator][176 µM] |
| Cc1cc(Cl)ccc1S(=O)(=O)N1CCC(Oc2ccc(C(N)=O)cn2)CC1 | -18.9% |
| COc1ccc(NC(=O)N[C@H]2[C@H](O)[C@@H](N3CCC(Cc4ccccc4)CC3)[C@@H]3OC[C@H]2O3)cc1 | ? |
| O=C(O)c1ccccc1C(=O)N1CC[C@H]2COC(=O)N2c2cc(F)ccc2C1 | ? |
| CN(Cc1cccc2ncccc12)C(=O)c1cnn(-c2ncc3c(n2)-c2ccccc2CC3)c1C1CC1 | 13.6% |
| COCc1cc(N2CCN(C(=O)OC(C)(C)C)C[C@@H]2C)ccc1N1CCS(=O)(=O)CC1 | -15.3% |
| COCCN1CCCN(C(=O)c2cc(C)cc(C)c2)c2ccccc21 | 55.7%[activator] |
| CCc1noc(-c2cn(C3CCN(C(=O)c4ccc(C(C)(C)C)cc4)C3)nn2)n1 (centres undefined) | ? |
| O=C(CCc1cc2n(n1)CCNC2)NCc1nc2ccc(Cl)cc2[nH]1 | 15.9% |
| COc1ccc(CCNC(=O)c2nnn3cc(C)[nH]c(=O)c23)cc1OC | 24.0% |
| CC(=O)Nc1cccc(-c2n[nH]c3c2CC(=O)N(Cc2ccccc2F)C3)c1 | ? |
| CN(C)c1ccc(CN2CCn3c(nn(-c4ccc(Cl)cc4)c3=O)C2)cc1 | 0.8%[6.33 µM] |
| Cc1onc(C(=O)NCc2ccc3[nH]c(-c4ccc(F)cc4)c(C)c3c2)c1CO | -21.4% |
| CC(C)N1Cc2nnn(Cc3ccc(F)cc3)c2-c2cc(F)ccc2S1(=O)=O | -17.9% |
| COCCNC(=O)C1COC2(CCN(C(=O)C3CC3)CC2)N1C(=O)c1cccc(OC)c1 (centres undefined) | -1.9% |
| CN1Cc2ncnc(N3CCN(Cc4ccccc4)CC3)c2CN(c2ccc(Cl)cc2)C1=O | ? |
| Cc1n[nH]c(C)c1CNC(=O)C1CCCCC(=O)N1 (centres undefined) | -7.2% |
| CC(C)(C)NC(=O)N1CCCC1c1nc(CCOCC2CCCC2)no1 (centres undefined) | 26.8% |
| CN1C(=O)COC[C@@H]1[C@H](O)c1ccc(NC(=O)C2CCC2)cc1 | 31.1%[activator][176 µM] |

Part of the list above in order of number of heavy atoms, high to low:
| Structure | ALOX12 inh |
| --- | --- |
| COc1ccc(NC(=O)N[C@H]2[C@H](O)[C@@H](N3CCC(Cc4ccccc4)CC3)[C@@H]3OC[C@H]2O3)cc1 | ? |
| CN1Cc2ncnc(N3CCN(Cc4ccccc4)CC3)c2CN(c2ccc(Cl)cc2)C1=O | ? |
| CCc1noc(-c2cn(C3CCN(C(=O)c4ccc(C(C)(C)C)cc4)C3)nn2)n1 (centres undefined) | ? |
| CC(C)N1Cc2nnn(Cc3ccc(F)cc3)c2-c2cc(F)ccc2S1(=O)=O | -17.9% |
| Cc1cc(C(=O)N2CCCC(c3nnc(Cn4ccnc4)n3C)C2)c(C)o1 (centres undefined) | 28.9% |
| COCCN1CCCN(C(=O)c2cc(C)cc(C)c2)c2ccccc21 | 55.7%[activator] |
| CN1C(=O)COC[C@@H]1[C@H](O)c1ccc(NC(=O)C2CCC2)cc1 | 31.1%[activator][176 µM] |

Next records
| Structure | ALOX12 inh |
| --- | --- |
| Cc1noc(C)c1C(=O)N1Cc2ccccc2OC2(CCN(C(=O)NC(C)C)CC2)C1 | -1.4%[6.33 µM] |
| COCCNC(=S)N(C)[C@H]1C[C@H]2c3[nH]c4cccc(-c5ccccc5)c4c3CCN2C(=O)[C@H]1[C@H](C)O | -19.3% |
| CCn1c(C2CCCN(Cc3c(C(=O)O)[nH]c4ccc(C)cc34)C2)n[nH]c1=O (centres undefined) | 10.9% |
| CO[C@H]1C(=O)N(C2CCN(S(=O)(=O)C(C)C)CC2)[C@H]1c1ccncc1 | 39.3%[activator] |
| Cc1ccsc1C(=O)N1CCc2nn(C)c(=O)n2CC1 | 20.3% |
| O=C(COc1ccccc1)N1CC2(C1)CN(Cc1ccc(Cl)cc1)C(=O)O2 | ? |
| CCc1nncn1C1CCN(S(=O)(=O)c2cccc(Cl)c2)CC1 | 21.5% |
| COc1ccc(C(=O)N2CCC(N3CCCC3=O)CC2)cc1 | 2.2%[12.5 µM] |
| O=C(C1CC(=O)N(c2n[nH]c3cccc(F)c23)C1)N1CCN(c2ccc(Cl)cc2)CC1 (centres undefined) | 11.1% |
| CN(C)c1ccc(CN[C@H]2CO[C@H]3[C@@H]2OC[C@@H]3n2cc(CC3CCCCC3)nn2)cc1 | 5.8%[176 µM] |
| O=C(c1ccc(F)cc1)N(c1ccccc1F)C(CCc1ccccc1)c1nc2ccccc2[nH]1 (centres undefined) | 5.01µM* |
| COc1cccc(-c2nc(N3CCOCC3)cc3c2CN(C)C3=O)c1OC | 1.0%[176 µM] |
| CN(C)C(=O)C1CN(C(=O)NCc2ccccc2)CC12CCOCC2 (centres undefined) | 5.9% |
| CC[C@H]1CN(C(=O)c2ccc(F)cc2)CC[C@H]1CC(=O)NCc1cccs1 | 20.1%[176 µM] |
| Cc1ccc(-c2nnc(C3CN(C(=O)Cc4ccccc4)CC34CCOCC4)o2)cc1 (centres undefined) | 54.1%[activator] |
| O=C(N[C@H](c1ccccn1)C1CC(O)C1)C1(c2ccc(Cl)cc2)CCC1 (some centres undefined) | 14.0% |
| CNC(=O)c1cccc2c1CCN2C(=O)Nc1ccc(C)cc1 | 40.1%[activator] |
| C=CCN(C)C(=O)[C@@H](C)C1CC[C@@]2(C)Cc3sc(NC(=O)CC(C)(C)C)nc3[C@@H](C)[C@@H]2[C@H]1O (some centres undefined) | ? |
| O=C(NCc1nnc2ccc(-c3ccc(Cl)cc3)nn12)c1ccc(Cl)s1 | ? |
| CNCC(=O)N1CCC(Cc2cccc(C(N)=O)c2)C1 (centres undefined) | 17.7% |
| Cc1nn2c(c1-c1ccccc1C(C)C)N(C(=O)Cc1ccc3c(c1)OCO3)CCC2 | 4.0%[176 µM] |
| COc1cccc(NC(=O)N2[C@@H]3CC[C@H]2CC(NC(=O)c2cnc(C)cn2)C3)c1 (some centres undefined) | 44.3%[activator] |
| O=C(Cc1cccc(F)c1)NC1CCN(c2cc(-c3cccs3)[nH]n2)C1 (centres undefined) | 31.7%[activator] |
| CC(C)[C@@H](N)C(=O)N1CCC2(CC1)Nc1ccccc1NC2=O | -17.5% |
| O=C(Nc1ccc(F)cc1)N1CC[C@H]2COC(=O)N2c2cc(F)ccc2C1 | 22.8%[176 µM] |
| O=C(Nc1ccccc1CCc1ccccn1)C1CCN(c2cnn(Cc3ccccc3)c(=O)c2)C1 (centres undefined) | 8.4% |
| O=C(c1ccccc1F)N1CCCC(c2nn(-c3ccccc3)c(=O)[nH]2)C1 (centres undefined) | 32.5% |
| COC(=O)C1=C(C)N(Cc2ccccc2C(F)(F)F)C(=NCC2CC2)NC1c1ccc(F)cc1 (centres undefined) | ? |
| CC(=O)N1CCC2(CC1)CN(C(=O)Cc1cccc(O)c1)Cc1ccccc1O2 | 10.9%[6.33 µM] |
